Bioassay records from PubChem.
LAP4-GFP MLPCN: yeast TOR pathway LAP4-GFP modulation | S. cerevisiae LAP4-GFP multiplex, flow cytometry GFP, 3 h; median GFP as percent of DMSO wells | GFP response vs DMSO, % at 10 µM | AID 2023 | actives 0.34% (n = 320,000);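 active = GFP response vs DMSO above a set limit, about the screen mean plus 3 SD, cut at about 150% in these data; inconclusive = under 70 cell events counted for the yeast strain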
Yeast superoxide: lowers age-related superoxide in aged yeast cells; S. cerevisiae aged cells, superoxide DHE fluorescence; hits give low values; superoxide response (% of plate mean), % at 10 µM; actives 0.18% (n = 330,000);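 active = superoxide response under a set limit, about three screen SD below normal, cut at about 65% in these data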;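 note: yeast aged for seven days with compound at 30 °C before DHE staining; 100% = average MFI of all compound-treated wells on the plate with controls excluded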
RPL19A-GFP yeast: yeast TOR pathway RPL19A-GFP modulation. S. cerevisiae RPL19A-GFP strain, flow cytometry, 3 h; hits give low values. actives 0.3% (n = 330,000). percent response vs DMSO, % at 10 µM. AID 2025;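 active = percent response vs DMSO below 50%; inconclusive = fewer than 70 events counted for the yeast strain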;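 note: median channel GFP fluorescence of the barcoded RPL19A-GFP strain; ratio of sample median GFP to plate DMSO average so 100% = DMSO; lower means less RPL19A-GFP as with rapamycin TOR inhibition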
proCasp3 act: activates human procaspase-3 | recombinant procaspase-3 D3A, Ac-DEVD-pNA absorbance 405 nm | activation, % at 8.5 µM | P42574 | actives 0.11% (n = 330,000);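 active = activation above the mean of all tested compounds plus 3 SD, cut at about 21% in these data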;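 note: 0% = DMSO alone and 100% = DMSO wells spiked with extra 5 µM PC-3 D3A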
Target sequence (P42574 whole entry D9A/D28A/D175A): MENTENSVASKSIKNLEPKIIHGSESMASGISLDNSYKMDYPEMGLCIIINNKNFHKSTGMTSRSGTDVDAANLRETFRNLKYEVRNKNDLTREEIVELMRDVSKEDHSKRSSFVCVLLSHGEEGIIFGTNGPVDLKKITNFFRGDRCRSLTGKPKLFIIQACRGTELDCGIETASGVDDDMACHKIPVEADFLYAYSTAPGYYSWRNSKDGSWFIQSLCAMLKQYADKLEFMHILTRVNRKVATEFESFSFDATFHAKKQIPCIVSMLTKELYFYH
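material = Procaspase-3 D3A mutant | probe or stimulus = Ac-DEVD-pNA | compound = single dose, 8.5 µM nominal compound, 0.8% DMSO | timing = 1 h preincubation, 2 h reaction | measured by = 405 nm absorbance of p-nitroaniline, reads at 0 and 120 min | benchmarks = DMSO-only low control, 5 µM PC-3 D3A high control | repeats = singlicate, each compound tested once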
AHR activator: activators of human aryl hydrocarbon receptor; actives 2.5% (n = 320,000); AHR-responsive luciferase reporter cells, luminescence; activation, % at 5 µM; in the data active = activation above about 47%;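 note: 0% = vehicle wells and 100% = reference agonist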
Target sequence (P35869 whole entry, looked up): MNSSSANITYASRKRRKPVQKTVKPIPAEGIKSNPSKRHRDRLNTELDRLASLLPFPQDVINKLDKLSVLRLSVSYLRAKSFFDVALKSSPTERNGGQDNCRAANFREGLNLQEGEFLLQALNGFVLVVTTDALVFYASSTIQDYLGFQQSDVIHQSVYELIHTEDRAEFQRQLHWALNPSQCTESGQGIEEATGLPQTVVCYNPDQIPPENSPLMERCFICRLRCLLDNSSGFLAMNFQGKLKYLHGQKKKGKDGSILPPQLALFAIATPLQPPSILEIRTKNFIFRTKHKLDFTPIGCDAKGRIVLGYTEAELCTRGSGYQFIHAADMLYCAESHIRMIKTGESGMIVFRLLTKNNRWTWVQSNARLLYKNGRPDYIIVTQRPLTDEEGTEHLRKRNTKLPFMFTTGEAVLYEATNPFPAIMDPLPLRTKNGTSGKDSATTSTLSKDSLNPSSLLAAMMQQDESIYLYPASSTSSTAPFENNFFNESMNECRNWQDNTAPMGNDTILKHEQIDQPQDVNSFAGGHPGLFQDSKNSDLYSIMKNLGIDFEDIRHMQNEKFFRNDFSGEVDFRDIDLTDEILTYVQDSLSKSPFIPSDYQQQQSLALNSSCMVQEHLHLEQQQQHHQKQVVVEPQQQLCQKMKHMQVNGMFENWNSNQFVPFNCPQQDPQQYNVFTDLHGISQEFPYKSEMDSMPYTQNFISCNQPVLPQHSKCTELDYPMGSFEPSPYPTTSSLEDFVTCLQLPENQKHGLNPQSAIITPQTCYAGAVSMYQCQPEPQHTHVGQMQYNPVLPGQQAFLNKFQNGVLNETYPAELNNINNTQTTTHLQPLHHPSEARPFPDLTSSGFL
proCasp7 act: counter-screen for procaspase-3 activators: activators of human procaspase-7; actives 0.093% (n = 330,000); activation, % at 8.5 µM; AID 463210; P55210; recombinant procaspase-7, Ac-DEVD-pNA absorbance 405 nm; D23A/D198A/D206A triple mutant, cannot self-cleave; scale: DMSO 0, 5 µM enzyme 100;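 active = percent activation above the screen-wide mean plus 3 SD, cut at about 25% in these data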
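Test system: Procaspase-7 triple mutant (PC-7 D3A). Also added: Ac-DEVD-pNA substrate, 400 µM as added. Schedule: 1 h enzyme–compound preincubation and 2 h substrate reaction, both 25 °C. Signal: p-Nitroaniline absorbance at 405 nm, read at 0 and 120 min. Control set: low DMSO alone, high DMSO plus 5 µM PC-7.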
MEP2 TOR yeast: modulators of TOR pathway MEP2-GFP in S. cerevisiae; actives 0.51% (n = 330,000); GFP response vs DMSO, % at 10 µM; S. cerevisiae MEP2-GFP strain, flow cytometry GFP, 3 h; 100% = DMSO control level;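 active = GFP response versus DMSO above a set limit, roughly screen mean plus 3 SD, cut at about 180% in these data; inconclusive = fewer than 70 cells counted for a yeast strain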;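 note: median GFP fluorescence of the barcode-gated MEP2-GFP cells per well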
GASC-1 inh: blocks human GASC-1 demethylase activity | inhibition, % at 2.35 µM | Q9H3R0 | GST-JMJD2C(1-420) H3K9me3 demethylation, DELFIA europium | AID 2099 | actives 0.069% (n = 330,000);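 active = more than half of a compound's replicate wells show inhibition beyond 50%, single wells judged on their own value; inconclusive = some, but no more than half, of replicates pass 50% inhibition; inactive = no replicate passes 50% inhibition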;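 note: signal counts dimethyl H3K9 product captured on neutravidin plate; 0% = median of DMSO wells and 100% = 0.3 times that DMSO median; strong numbers were not always called active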
* marks the source's active call; other numbers are inactive results; ? = inconclusive; · = no result given; & = joins results of further samples; [ ] = another dose, or the depositor's remark.

SMILES	LAP4-GFP MLPCN	Yeast superoxide	RPL19A-GFP yeast	proCasp3 act	AHR activator	proCasp7 act	MEP2 TOR yeast	GASC-1 inh
COc1cccc(N=C2SC(C(=O)Nc3ccccc3F)CC(=O)N2C)c1 (centres undefined)	104	94	93	1	0	1	95	7
C=CCn1c(O)c2ccc(C(=O)N=NC(=O)c3ccc(F)cc3)cc2c1O	110	109	96	0	2	1	103	-7
O=C(CCS(=O)(=O)c1ccccc1)N1CCCc2ccccc21	134	96	105	5	4	14	112	1
O=C(O)CC1(CC(=O)Nc2cccc(C(F)(F)F)c2)CCCC1	104	98	97	-2	-1	4	98	1
O=C(NCCC1CCCC1)c1cccs1	91	96	91	3	3	11	106	3
c1ccc(-c2onc(-c3ccco3)c2-c2ccc3c(c2)OCO3)cc1	106	83	105	-5	11	0	90	172
COc1cc(OC)cc(-c2c(-c3cccs3)c3cc(-c4ccc5cc[nH]c5c4)ccc3n2C)c1	100	162	102	0	12	8	102	0
CS(=O)(=O)c1ccccc1-c1nc(-c2ccc([N+](=O)[O-])cc2)no1	110	102	97	5	0	-3	96	4
C[C@@H](OC(=O)N1CCCCC1)[C@H]1O[C@]2(C)CCCC[C@H]1O2	94	85	94	-1	-2	2	94	6
CC1Sc2ccc(S(=O)(=O)CCC(=O)N3CCCCC3)cc2NC1=O (centres undefined)	98	109	97	-2	2	-6	98	0
COc1ccccc1CNS(=O)(=O)c1ccc(-c2cnc(C3CC3)o2)cc1	97	106	94	5	5	3	118	2
NC(=O)c1nc[nH]c1C(=O)Nc1cccc(C(F)(F)F)c1	100	118	94	-1	45	3	95	1
O=C(O)CCCN1C(=O)/C(=C\c2ccccc2OCc2ccccc2)SC1=S	103	101	96	-6	-4	-4	95	-27
O=C(O)c1nn(CCOc2cccc(Br)c2)c(=O)c2ccccc12	115	105	98	9	0	1	111	3
COc1ccc(-c2[nH]ncc2/C=N\NC(=O)c2ccc(Br)o2)cc1OC	97[may fluoresce green]	103	100[may fluoresce green]	0	60*	11	97[may fluoresce green]	1
O=C(O)CCCCCCCCCC[n+]1ccccc1	87	96	98	-3	2	-4	98	10
COc1ccnc(Oc2ccc(C)cc2)c1C#N	101	96	98	7	42	0	103	?
C/C(=N\NC(=O)c1cc2ccccc2cc1O)c1ccccn1	216*	107	97	-2	4	1	119	9
COc1ccc(N=NC2=C(O)CC(C)(C)CC2=O)c(OC)c1	99	95	97	1	6	-10	101	3
Cc1ccc(C(=O)Nc2ccc(C(=O)N3CCCCC3C)cc2)cc1 (centres undefined)	107	117	109	-3	1	2	104	2

Reprinted from the part before: two entries, then new ones.
SMILES	LAP4-GFP MLPCN	Yeast superoxide	RPL19A-GFP yeast	proCasp3 act	AHR activator	proCasp7 act	MEP2 TOR yeast	GASC-1 inh
COc1ccc(N=NC2=C(O)CC(C)(C)CC2=O)c(OC)c1	99	95	97	1	6	-10	101	3
Cc1ccc(C(=O)Nc2ccc(C(=O)N3CCCCC3C)cc2)cc1 (centres undefined)	107	117	109	-3	1	2	104	2
O=C(COC(=O)CCc1ccc(S(=O)(=O)N2CCOCC2)cc1)Nc1ccccc1OC(F)F	93	106	93	5	2	3	94	7
O=C(CSc1ccc(-c2ccco2)nn1)c1ccc(F)cc1	96	98	93	-14	0	-20	90	-12
Cc1nnc(SCC(=O)NCc2ccc3c(c2)OCO3)s1	104	102	102	7	2	-7	104	3
CC1OC(Oc2ccc3ccc(=O)oc3c2-c2c(O)ccc3cc(Oc4ccc5ccc(=O)oc5c4)c(=O)oc23)C(O)C(O)C1O (centres undefined)	103	105	100	-3	2	4	94	2
CCN(CC)C(=O)c1ncn(Cc2ccccc2)c1C(=O)N(CC)CC	94	89	95	6	2	15	94	-9
CCCCNC(=O)[C@@H]1CC=C[C@@H]2CCN(C3CC3)C(=O)[C@@H]21	99	98	102	7	-1	-3	108	-13
O=C(COC(=O)c1ccc(S(=O)(=O)N2CCOCC2)cc1)NCc1ccccc1	110	117	101	-1	0	-2	112	11
C=CCOc1ccc(Br)cc1/C=C1\NC(=S)N(C(C)=O)C1=O	105	103	101	-6	16	-7	115	16
CCOC(=O)/C(=C/C=C/c1ccccc1)NC(=O)c1ccccc1	89	95	96	-2	4	2	99	-44
O=C(CCCCn1c(=S)[nH]c2ccsc2c1=O)NCc1ccco1	94	94	91	-1	1	-9	97	0
CCOC(=O)C1(CCOc2ccccc2)CCN(Cc2ccc(-n3cccn3)cc2)CC1	105	101	97	-12	-2	4	97	-9
COC(=O)CCC(=O)N1CCCC(CO)(Cc2ccccc2F)C1 (centres undefined)	97	109	97	0	0	5	94	4
O=C(O)/C=C/C(=O)Nc1ccc(S(=O)(=O)Nc2nccs2)cc1	109	102	100	4	-3	-4	100	-6
CCOc1ccc(NC(=O)c2ccc3c(c2)CCN3S(C)(=O)=O)cc1	98	92	101	4	-2	10	99	-3
O=C(O)CCc1c(C(=O)O)[nH]c2ccccc12	102	102	100	3	3	2	100	0
COc1ccccc1CNC(=O)C1CCN(S(=O)(=O)c2ccc3c(c2)OCCO3)CC1	96	98	105	-2	3	-11	107	-8
Cc1ccccc1/C(N)=N/OC(=O)N1c2ccccc2Sc2ccccc21	121	74	106	-11	8	-6	107	-3
O=C(NCCc1c[nH]c2ccccc12)C1CCN(S(=O)(=O)c2ccccc2)CC1	90	109	102	-5	5	4	100	1
Cc1cc(C)cc(OCC(=O)Nc2ccccc2N2CCCCC2)c1	110	101	97	-14	0	18	110	6
O=[N+]([O-])c1cc(-c2ccc(/C=N\n3cnnc3)o2)cc([N+](=O)[O-])c1	100	113	104	-3	15	2	106	7

A few values from the list.
CCCCNC(=O)[C@@H]1CC=C[C@@H]2CCN(C3CC3)C(=O)[C@@H]21 – RPL19A-GFP yeast: 102
C/C(=N\NC(=O)c1cc2ccccc2cc1O)c1ccccn1 – RPL19A-GFP yeast: 97
COc1ccnc(Oc2ccc(C)cc2)c1C#N – RPL19A-GFP yeast: 98

Additional structures follow:
SMILES	LAP4-GFP MLPCN	Yeast superoxide	RPL19A-GFP yeast	proCasp3 act	AHR activator	proCasp7 act	MEP2 TOR yeast	GASC-1 inh
Cc1ccc(S(=O)(=O)Nc2nc3ccccc3nc2NCC2CCCO2)cc1 (centres undefined)	100	93	99	0	3	2	99	-5
Cc1cc(C)nc(OC(C(=O)O)C(OCCc2ccccc2)(c2ccccc2)c2ccccc2)n1 (centres undefined)	85	96	103	5	0	10	104	2
CC(=O)Nc1ccc(NC(=O)CCN2C(=O)c3ccccc3C2=O)cc1	91	103	103	-4	1	4	100	-3
COc1ccc(OCc2nnc(SCC(=O)Nc3ccccc3Cl)o2)cc1	90	92	96	2	3	0	96	-35
CC(C)OCCCN1C=C2C(=O)C(C)(OC(=O)CCc3ccccc3)C(=O)C=C2C=C1c1ccc(C#N)cc1 (centres undefined)	107	117	107	-6	1	-4	102	2
NC(=O)c1ccccc1NC(=O)NC1CCCCC1	87	97	92	4	5	3	90	14
NNC(=O)C1COc2cc3ccccc3cc2O1 (centres undefined)	91	101	103	-4	3	5	102	-2
Oc1c(Cl)cc(CN2CCCCC2)c2cccnc12	89	117	100	-10	-1	-32	107	6
Cc1ccc(-c2cc(C(=O)OCC(=O)Nc3ncc(C(F)(F)F)cc3Cl)c3ccccc3n2)cc1	106	112	101	1	1	0	112	-1
COC(=O)c1noc(C)c1-c1ccnn1C(=O)c1ccc(C)cc1	121	98	98	8	2	8	96	1
Cc1ccc(NC2CCCN(C(=O)CCCN3CCCCC3=O)C2)cc1C (centres undefined)	74	103	111	5	4	-2	106	-17
Cc1ccc(C(=O)N/C(=C\c2ccc3c(c2)OCO3)C(=O)N2CCOCC2)cc1	96	101	102	8	10	6	101	0
Nc1nonc1-n1nnc(C(=O)N/N=C/c2cc(Br)cs2)c1-c1ccccc1	102	92	100	7	-1	0	97	18
CCN(C(=O)C1CSC2(C)CCC(=O)N12)c1nc2c(C)cccc2s1 (centres undefined)	101	107	97	3	2	-3	95	5
CC(=O)N(Cc1ccccc1)c1ncc2c(n1)c(=O)c(C#N)c1ccccn12	100	116	100	-8	4	-13	107	-3
Cc1cc(C(F)(F)F)c2c(=O)[nH]c(=O)n(Cc3ccccc3)c2n1	92	104	92	-1	0	10	97	3
COc1ccc(NC(=O)c2cc(S(=O)(=O)N(Cc3ccccc3)c3ccccc3)ccc2Cl)cn1	85	119	99	9	4	-15	100	-8
CCCCOC(=O)C1CN(c2ccccc2)N=C1C(C)=O (centres undefined)	109	107	93	-6	0	-8	97	-9
COc1ccc(-n2cnc3sc4c(c3c2=O)CCCC4)cc1	93	107	100	10	-5	-5	107	-8
COc1cc(Cl)c(S(=O)(=O)N2CCOCC2)cc1Cl	101	86	97	-3	-1	-1	94	14
COC(=O)/C(=N\Nc1ccccc1)Sc1nnc(-c2ccc(OC)cc2)n1C	86	92	100	2	-1	11	97	4
CCCCC(=O)Nc1nnc(SCC(=O)N2CCN(c3ccccc3OC)CC2)s1	88[may fluoresce violet]	92	23*[may fluoresce violet]	8	-3	5	219*[may fluoresce violet]	-6&-6
NNC(=O)C1CC1(c1ccccc1)c1ccccc1 (centres undefined)	113	96	99	-10	4	6	104	1
Cc1ccccc1C(=O)OCn1nnc2ccccc2c1=O	104	110	82	-1	0	-12	87	14
O=C(O)c1c2c(nc3ccccc13)/C(=C/c1cccc([N+](=O)[O-])c1)CCC2	91	107	100	6	-1	-3	107	-5
COc1ccc(-c2nc(CS(=O)(=O)CC(=O)NC3CCC(C)CC3)c(C)o2)cc1 (centres undefined)	89	110	97	7	-1	-7	99	-16
CCc1ccccc1NC(=O)C1CCCN(S(=O)(=O)c2c(C)noc2C)C1 (centres undefined)	98	115	97	0	0	11	98	-19
COC(=O)CN1C(=O)C(O)(CC(=O)c2ccc(C)o2)c2ccccc21 (centres undefined)	104	103	106	-3	2	5	104	5
CCOc1ccc(NC(=O)COC(=O)CSCC(=O)Nc2ccc(C)cc2C)cc1	97	96	100	3	-1	-7	102	-6
Cn1c(O)c(N=NC(=O)CNC(=O)c2cccnc2)c2ccccc21	90	99	94	6	10	12	87	5
N#C/C(Cn1c[n+](NC(=O)Nc2ccccc2)cn1)=N/O	92	112	96	4	-2	-1	102	-5
COc1ccc2sc(N(CCN(C)C)C(=O)c3ccc4ccccc4c3)nc2c1	100	85	103	-5	3	-2	104	-7
Cc1cccc(Nc2nnc(SCC(=O)Nc3cccnc3Cl)s2)c1	100	109	102	-5	7	9	95	1
CCCC(=O)NC(c1ccccc1)c1c(O)ccc2ccccc12 (centres undefined)	103	100	95	-1	3	-6	106	-2
O=C(Nc1ccccc1Cl)Nc1ccccc1Cl	94	109	109	-3	4	-8	104	0
Cn1c(=NC(=O)c2ccco2)sc2ccccc21	117	104	97	-2	71*	9	104	9
c1ccc(-c2nnnn2-c2ccccc2)cc1	91	101	105	·	·	·	107	3
CC(Sc1n[nH]c(N)n1)C(=O)Nc1ccc(Cl)cn1 (centres undefined)	115	89	107	-3	4	4	110	14
CCOC(=O)C1=C(CNCCOc2ccc(OC)cc2)NC(=O)NC1c1ccc2c(c1)OCO2 (centres undefined)	100	102	95	-4	2	13	92	-5
Nc1nnc(SCc2ccc(Cl)cc2)s1	96	98	92	1	1	4	95	-32
